# Screens: PubChem, several laboratories
# MBD2 inh: blocks human MBD2 binding to methylated DNA. Q9UBB5. TR-FRET, MBD2 binding to methylated oligonucleotide. inhibition, % at 4.4 µM. hit rate 0.31% among 370,000; in the data active = inhibition above about 13%
# rCAG RNA binder: binds r(CAG) RNA repeats | hit rate 1.3% among 370,000 | r(CAG) RNA repeat, TO-PRO-1 dye displacement fluorescence | inhibition, % at 3 µM;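 active = inhibition above the plate cutoff, the mean of all test compounds on that plate plus 3 SD, cut at about 35% in these data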;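 also: 0% = DMSO alone and 100% = 100 µM mitoxantrone as full dye displacement; higher means more dye released from RNA so lower well fluorescence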
# UHRF1 binding: human UHRF1 methylated DNA binding inhibitors | Q96T88 | UHRF1 binding to methylated oligo, TR-FRET | inhibition, % at 4.4 µM | hit rate 0.75% among 370,000 | AID 687016; in the data active = inhibition above about 21%;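 also: UHRF1 SRA domain binding a hemimethylated CpG hairpin DNA probe; 0% = median of test compound wells and 100% = reference inhibitor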
# ABHD4 inh: ABHD4 (mouse) inhibition, primary FP screen | purified mABHD4, FP-Rh probe fluorescence polarization | hit rate 0.54% among 370,000 | inhibition, % at 8.92 µM | Q8VD66 | AID 720543;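 active = inhibition exceeding the mean over every tested compound plus 3 SD, cut at about 30% in these data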;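 also: 0% = plate median of compound wells and 100% = S159A mutant with DMSO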
#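 Assay system: mABHD4 protein; medium: HEPES pH 7.0, NaCl, Pluronic buffer; dosing: 8.92 µM, single dose; schedule: 45 min + 60 min at 25 °C; signal: FP readout, ex 525 nm / em 598 nm; read-out: normalized percent inhibition of probe labeling; repeats: single replicate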
# GC-B act: GC-B (human) receptor activation | activation, % at 10 µM | AID 1920062 | hit rate 0.11% among 370,000 | P20594 | HEK293-GC-B cells, CNP EC30, cGMP TR-FRET; 0% at EC30 CNP, 100% saturating CNP;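 active = activation at 10 µM reaching about 35% in either raw or pattern-adjusted values, limit read from the data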
# SIAE primary: blocks human sialic acid acetylesterase | Q9HAT2 | SIAE FP-Rh probe binding, fluorescence polarization | inhibition, % at 9.66 µM | hit rate 0.69% among 370,000 | AID 1053197;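 active = inhibition above a cutoff: mean of compounds within the control limits plus 3 SD of those, cut at about 17% in these data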;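 also: 0% = plate median of compound wells and 100% = probe without SIAE protein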
# NPR1 activator: GC-A (human) enzyme activation; AID 1671463; activation, % at 10 µM; P16066; HEK293 GC-A cells, cGMP TR-FRET, EC30 ANP; 0% at EC30 ANP, 100% saturating ANP; hit rate 0.14% among 370,000; in the data active = activation above about 40%
# Target sequence (P16066 whole entry, looked up): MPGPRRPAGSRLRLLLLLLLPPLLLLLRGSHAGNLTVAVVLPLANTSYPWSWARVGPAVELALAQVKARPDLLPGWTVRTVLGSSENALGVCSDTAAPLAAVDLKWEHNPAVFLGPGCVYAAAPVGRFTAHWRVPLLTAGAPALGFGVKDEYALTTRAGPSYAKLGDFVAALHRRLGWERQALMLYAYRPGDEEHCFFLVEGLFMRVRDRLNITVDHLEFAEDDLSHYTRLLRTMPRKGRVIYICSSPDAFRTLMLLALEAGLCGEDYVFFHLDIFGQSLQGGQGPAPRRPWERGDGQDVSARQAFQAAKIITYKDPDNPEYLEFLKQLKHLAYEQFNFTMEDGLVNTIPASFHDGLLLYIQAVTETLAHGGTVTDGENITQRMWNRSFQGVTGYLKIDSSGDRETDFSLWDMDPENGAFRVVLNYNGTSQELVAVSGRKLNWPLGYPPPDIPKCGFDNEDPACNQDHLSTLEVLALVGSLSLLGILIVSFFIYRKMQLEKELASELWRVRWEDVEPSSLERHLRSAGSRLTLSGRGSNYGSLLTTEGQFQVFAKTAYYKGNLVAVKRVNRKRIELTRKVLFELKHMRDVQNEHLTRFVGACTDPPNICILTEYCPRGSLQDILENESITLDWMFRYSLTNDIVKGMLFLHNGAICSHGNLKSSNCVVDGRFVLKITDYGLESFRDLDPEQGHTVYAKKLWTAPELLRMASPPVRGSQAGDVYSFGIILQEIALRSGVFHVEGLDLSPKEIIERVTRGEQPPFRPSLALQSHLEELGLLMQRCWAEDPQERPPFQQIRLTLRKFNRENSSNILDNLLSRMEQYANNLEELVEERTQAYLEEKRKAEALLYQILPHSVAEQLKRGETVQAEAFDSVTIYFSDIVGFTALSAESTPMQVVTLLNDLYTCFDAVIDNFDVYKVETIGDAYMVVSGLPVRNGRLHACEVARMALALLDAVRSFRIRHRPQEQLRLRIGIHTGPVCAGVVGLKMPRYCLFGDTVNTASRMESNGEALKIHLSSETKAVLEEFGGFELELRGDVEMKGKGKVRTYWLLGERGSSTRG
# HTRA1 inh: inhibitors of human serine peptidase HTRA1; Q92743; recombinant HTRA1, FP-rhodamine activity-based probe, fluorescence polarization; inhibition, % at 5.96 µM; hit rate 0.5% among 340,000; in the data active = inhibition above about 36%;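 also: 0% = enzyme with DMSO and 100% = wells lacking enzyme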
# PRMT1 FP inh: inhibitors of human PRMT1; Q99873; recombinant PRMT1, activity-based probe fluorescence polarization; inhibition, % at 2.79 µM; hit rate 1.3% among 370,000; AID 652257;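 active = inhibition above about 21% made by adding two undisclosed values, limit read from the data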
# TCR-CD3 inh: human TCR-CD3 binding inhibition; TAMRA-labeled TCR probe fluorescence, biochemical; inhibition, % at 9.4 µM; hit rate 0.37% among 360,000; AID 651800; in the data active = inhibition above about 19%;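 also: recombinant mutant TCR 2C K166C tagged with TAMRA read by polarization; 0% = receptor in buffer alone and 100% = receptor with positive control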
# * marks the source's active call; other numbers are inactive results; · = no result given. Not all compounds are listed (hit frequency here may not be typical).
[1] O=C(CCSc1ccccc1)NCCN1CCOCC1
[2] CC(C)n1c(SCC(=O)N2CCCC2)nc2c1c(=O)n(C)c(=O)n2C
[3] Cc1ccc(NC(=O)c2cc(S(=O)(=O)N3CCCCC3)c[nH]2)cc1F
[4] Cc1ccc(N(C)S(=O)(=O)c2cccc(C(=O)OCC(=O)N3CCCC(C)C3)c2)cc1 (stereo not given)
[5] C[C@]12c3[nH]c4cc(-c5ccco5)ccc4c3CCN1C(=O)[C@@H](CC(=O)NCCc1ccccn1)C[C@@H]2C(=O)N1CCOCC1
[6] CSC1=NC2(CCCCC2)C2=C(CCCC2)N1
[7] Cc1cccc(-c2cccc3c4c([nH]c23)[C@@H]2C[C@H](N(C)C(=O)OCc3ccccc3)[C@H]([C@H](C)O)CN2CC4)c1
[8] COc1ccc(C(=O)Nc2ccc(N3CCN(C(C)=O)CC3)cc2)cc1[N+](=O)[O-]
Screen / compound no.	1	2	3	4	5	6	7	8
MBD2 inh	3	1	-1	11	-5	-1	0	1
rCAG RNA binder	0	-3	4	4	6	3	8	-4
UHRF1 binding	2	4	1	2	1	3	-3	1
ABHD4 inh	4	0	-1	-11	8	-2	-1	4
GC-B act	5	3	-6	8	0	-4	5	0
SIAE primary	0	-5	-32	-2	-1	-1	-3	6
NPR1 activator	4	2	-13	4	-6	-1	0	-8
HTRA1 inh	0	3	-17	-8	4	-1	·	·
PRMT1 FP inh	-1	2	0	2	10	0	2	4
TCR-CD3 inh	5	2	6	2	-5	-2	·	-3

[9] CCCC/C(O)=N\S(=O)(=O)c1ccc(N=NN(C)C)cc1
[10] CC1CCCCC12NC(=O)N(Cn1nnc3ccccc3c1=O)C2=O (stereo not given)
[11] CNCCOc1nc(N2CCOCC2)nc(C)c1[N+](=O)[O-]
[12] Cc1nc2ccc(S(=O)(=O)NCC(=O)N3CCOCC3)cc2s1
[13] COc1ccc(S(=O)(=O)N2CCc3ccccc32)cc1C(=O)NCCc1ccccn1
[14] N/C(=N\OC(=O)c1csnn1)c1ccc(C(F)(F)F)cc1
[15] COc1ccc(C(=O)Nc2ccccc2-c2nnn(CC(=O)Nc3ccc4c(c3)OCCO4)n2)cc1
[16] CCCCCCCCCOC(=O)C(CC(=O)O)N1CCOCC1 (stereo not given)
Screen / compound no.	9	10	11	12	13	14	15	16
MBD2 inh	-4	2	-3	3	1	0	-2	2
rCAG RNA binder	3	-1	-1	3	-1	4	4	5
UHRF1 binding	-1	0	1	-2	0	4	-1	-3
ABHD4 inh	0	0	6	2	-2	2	-2	0
GC-B act	1	9	1	-4	3	-3	-10	-1
SIAE primary	-5	-3	0	6	0	2	-1	5
NPR1 activator	2	-1	2	3	-3	0	-4	0
HTRA1 inh	4	1	10	10	-4	2	7	5
PRMT1 FP inh	-2	-3	-1	3	-3	3	-4	1
TCR-CD3 inh	2	4	5	-6	-5	1	1	5

[17] COc1ccccc1Oc1ccc(N2CC(C(=O)OCC(=O)c3ccc(F)cc3)CC2=O)cc1 (stereo not given)
[18] CCOC(=O)C1=C(CC)Nc2ccccc2N/C1=N\S(=O)(=O)c1ccc(C(=O)OCC)cc1
[19] COc1cccc(C(NC(C)=O)c2nc(-c3ccccc3C)cs2)c1 (stereo not given)
[20] COc1ccc(NC(=O)C2(C)CCN2Cc2ccc(OC(C)C)cc2)cc1OC (stereo not given)
[21] CCC(CC)NC(=O)COC(=O)c1cc(SC)ccc1Cl
[22] COC(C/C=C\[C@@H](O)[C@H](C)OCc1ccccc1)OC
[23] C[C@@H](NC(=O)c1[nH]cnc1C(=O)Nc1ccc(Cl)cc1)c1ccccc1
[24] O=C(NCc1ccc(F)cc1)c1cc2c(cc1Cl)N1CCCCCC1=NS2(=O)=O
Screen / compound no.	17	18	19	20	21	22	23	24
MBD2 inh	-5	-4	-3	-1	-6	-3	7	6
rCAG RNA binder	-3	41*	2	-1	-1	-5	23	6
UHRF1 binding	-1	1	1	1	-1	-1	2	3
ABHD4 inh	0	-18	-1	12	-3	-3	-40	-4
GC-B act	-8	4	0	1	-1	-2	-11	-6
SIAE primary	0	6	2	6	6	8	-9	3
NPR1 activator	14	2	-1	0	-4	2	-1	0
HTRA1 inh	-11	-6	·	·	·	-2	-75	3
PRMT1 FP inh	-5	-3	-2	-3	-4	-2	5	7
TCR-CD3 inh	6	4	-3	2	8	7	-8	0

[25] CN(Cc1cccs1)C(=O)COC(=O)CNC(N)=O
[26] CCCC(=O)Nc1ccc2c(c1)COC2=O
[27] COc1cc(C(C)=O)ccc1Oc1ncccn1
[28] CN(C)S(=O)(=O)c1ccc(NC(=O)CSc2nnc(-c3ccco3)n2N)cc1
[29] Cc1ccc2cc(C(c3nnnn3C3CCCC3)N(Cc3ccccc3)Cc3ccco3)c(=O)[nH]c2c1 (stereo not given)
[30] O=C1N/C(=N/NC(=O)c2cccc3ccccc23)S/C1=C\c1ccccc1OCc1ccccc1
[31] Cc1cc(NC(=O)CSc2nc(C(C)C)nc3ccccc23)no1
[32] CN(N=Nc1ccccc1C(=O)O)C1CCCCC1
Screen / compound no.	25	26	27	28	29	30	31	32
MBD2 inh	-3	0	4	-7	1	-2	2	5
rCAG RNA binder	-1	0	1	34	2	27	8	2
UHRF1 binding	1	-1	-1	0	-2	-1	2	5
ABHD4 inh	0	1	-3	2	-4	5	-3	-3
GC-B act	0	3	1	1	-8	7	-2	5
SIAE primary	3	1	-2	-5	5	2	0	-6
NPR1 activator	1	7	2	-2	-4	-22	-1	5
HTRA1 inh	-5	2	-2	14	-1	8	-7	2
PRMT1 FP inh	-4	-4	-3	16	2	-1	4	5
TCR-CD3 inh	6	0	6	4	5	-4	1	-1

[33] COc1cc([C@@H]2CC=C(C(=O)O)[C@H](c3ccc(F)cc3)N2S(=O)(=O)c2ccc(C)cc2)cc(OC)c1OC
[34] CCOc1ccc(C(=O)NCC2CCCO2)cc1 (stereo not given)
[35] O=C(c1ccccc1F)N1CCN(c2ccccc2)CC1
[36] O=C(c1ccc(-n2cnnn2)cc1)N(C1CCCCC1)C1CCCCC1
[37] CCc1nc(Nc2ccc(NC(C)=O)cc2)c2oc3ccccc3c2n1
[38] Nn1c(SCc2cccc(Oc3ccccc3)c2)nnc1C(F)(F)F
[39] CCOC(=O)c1cn2nc(N3CCCC3)ccc2n1
[40] CCC(C)(C)C1CCC2(CC1)NC(=O)N(CC(=O)Nc1cc(C(F)(F)F)ccc1N1CCOCC1)C2=O (stereo not given)
Screen / compound no.	33	34	35	36	37	38	39	40
MBD2 inh	2	6	-1	0	4	-6	2	-1
rCAG RNA binder	30	-2	-2	-3	-3	-6	-3	0
UHRF1 binding	-1	1	-3	3	1	0	1	0
ABHD4 inh	16	4	-7	-2	1	-2	-1	2
GC-B act	-2	1	6	3	10	-9	-4	5
SIAE primary	-3	0	17*	5	4	-2	-6	-13
NPR1 activator	1	4	2	-1	4	0	3	0
HTRA1 inh	-1	2	-2	-11	-1	-8	5	-4
PRMT1 FP inh	-2	-4	0	-2	5	0	3	1
TCR-CD3 inh	2	1	2	-4	-2	-7	-8	8

# 7 of the entries above in order of the TCR-CD3 inh value, rising:
No.	mol	TCR-CD3 inh
39	CCOC(=O)c1cn2nc(N3CCCC3)ccc2n1	-8
38	Nn1c(SCc2cccc(Oc3ccccc3)c2)nnc1C(F)(F)F	-7
36	O=C(c1ccc(-n2cnnn2)cc1)N(C1CCCCC1)C1CCCCC1	-4
37	CCc1nc(Nc2ccc(NC(C)=O)cc2)c2oc3ccccc3c2n1	-2
34	CCOc1ccc(C(=O)NCC2CCCO2)cc1 (stereo not given)	1
33	COc1cc([C@@H]2CC=C(C(=O)O)[C@H](c3ccc(F)cc3)N2S(=O)(=O)c2ccc(C)cc2)cc(OC)c1OC	2
40	CCC(C)(C)C1CCC2(CC1)NC(=O)N(CC(=O)Nc1cc(C(F)(F)F)ccc1N1CCOCC1)C2=O (stereo not given)	8

# Further results.
[41] Cc1cccc(NC(=O)c2ccc(-c3ccccc3[N+](=O)[O-])o2)c1
[42] Cc1ccc(C(c2nnnn2Cc2cccs2)N2CCN(Cc3ccc4c(c3)OCO4)CC2)cc1 (stereo not given)
[43] Cc1ccc(S(=O)(=O)N2CCOCC2)cc1C(=O)NCCCN1CCCC1=O
[44] CS(=O)(=O)Nc1cccc(NC(=O)C2Cc3c(-c4cccc(C(N)=O)c4)ccnc3O2)c1 (stereo not given)
[45] CCc1ccc(C(=O)NNc2ccc(C)c(Cl)c2)cc1
[46] CC(C)NC(=O)CN1CCN(C(=O)c2ccc3oc(CCCc4ccccc4)nc3c2)CC1
[47] CCOC(=O)C1(Cc2ccc(OC)cc2)CCN(C(=O)CN2CCCCC2=O)CC1
[48] CCn1c(Cc2cccs2)nnc1SCC(=O)Nc1ccccc1-c1ccccc1
Screen / compound no.	41	42	43	44	45	46	47	48
MBD2 inh	-5	-5	2	1	4	0	4	1
rCAG RNA binder	8	-4	1	2	-22	-3	-8	1
UHRF1 binding	-3	0	1	-1	4	2	2	2
ABHD4 inh	-5	-2	-2	2	3	11	3	3
GC-B act	4	-2	1	-2	4	7	5	-7
SIAE primary	3	3	-4	-1	-1	5	-3	-3
NPR1 activator	1	-5	3	1	1	-1	3	-6
HTRA1 inh	-17	-7	4	·	·	-4	·	·
PRMT1 FP inh	3	-1	-4	3	2	5	2	-7
TCR-CD3 inh	-3	0	-1	2	0	-7	1	·

[49] Cc1nccc(-c2ccc(-n3c(C)ccc3C)cc2)n1
[50] COC(=O)[C@]12C[C@H](CC(=O)NCc3ccccc3)C(=O)N(Cc3ccccc3)C1=C[C@H](COCc1ccccc1)O[C@@H]2C
[51] Cn1cc(C(N)=O)c2ccccc21
[52] COc1ccc(-c2c(C)[nH]n3c(=O)c(Cc4ccccc4)c(C)nc23)cc1
[53] COc1ccc(-c2nc(C(N)=O)c3[nH]c(=O)n(-c4ccccc4OC)c3n2)c(OC)c1
[54] Cn1c(SCc2cc(=O)n3cc(Br)ccc3n2)nnc1C1COc2ccccc2O1 (stereo not given)
[55] O=C(c1ccccc1)c1ccc(Oc2ncccn2)cc1
[56] COC(=O)C(Cc1ccccc1)NC(=O)c1cc(S(=O)(=O)N(C)C)ccc1Cl (stereo not given)
Screen / compound no.	49	50	51	52	53	54	55	56
MBD2 inh	-4	5	-1	5	2	-3	-2	5
rCAG RNA binder	2	9	0	3	1	12	-2	-5
UHRF1 binding	-2	3	1	-4	-2	1	-2	0
ABHD4 inh	-7	-6	-5	1	0	4	0	2
GC-B act	4	6	0	18	3	-5	-2	1
SIAE primary	0	-4	-10	-2	1	6	1	0
NPR1 activator	3	-4	2	17	2	0	6	-2
HTRA1 inh	5	·	-2	-4	-5	3	4	4
PRMT1 FP inh	-1	2	4	0	1	0	-1	0
TCR-CD3 inh	2	·	-9	7	0	6	2	-1

# As a short view, some entries already given:
[18] CCOC(=O)C1=C(CC)Nc2ccccc2N/C1=N\S(=O)(=O)c1ccc(C(=O)OCC)cc1
[19] COc1cccc(C(NC(C)=O)c2nc(-c3ccccc3C)cs2)c1 (stereo not given)
[20] COc1ccc(NC(=O)C2(C)CCN2Cc2ccc(OC(C)C)cc2)cc1OC (stereo not given)
Screen / compound no.	18	19	20
MBD2 inh	-4	-3	-1
rCAG RNA binder	41*	2	-1
UHRF1 binding	1	1	1
ABHD4 inh	-18	-1	12
GC-B act	4	0	1
SIAE primary	6	2	6
NPR1 activator	2	-1	0
HTRA1 inh	-6	·	·
PRMT1 FP inh	-3	-2	-3
TCR-CD3 inh	4	-3	2
